# Compound activity from PubChem.
# Growth percent in the NCI-60 one-dose screen (48 h, 10 µM unless noted): 100 = growth as untreated, 0 = no growth, -100 = all killed.
# HL-60(TB): HL-60(TB) leukemia cells; 78,000 tested, 9% active; AID 1794776; active = growth percent below 10
# The depositor's hits bear a star; & = joins results of further samples. This is a subset (hit frequency here may not be typical).
SMILES,HL-60(TB)
CCCNC(=O)Oc1ccc(/C(=C(/C)Cc2ccc(OC)cc2)c2ccc(OCCN3CCCCC3)cc2)cc1,58.6
Cc1ccc(/C=N/NC(=O)c2cnc3n(c2=O)CCCCC3)cc1,95.2
COc1ccc(CCNC(=S)/N=C/C2=C(O)CC(C)(C)CC2=O)cc1OC,100.6
N#Cc1c(-c2ccccc2)cc(-c2ccccc2)n(CC(=O)Nc2ccccc2N)c1=O,101.6
O=C(O)CC(O)(CC(=O)O)C(=O)O,109.1&140.5
COC(=O)[C@H](C)NC(=O)c1cccc(-c2cc(=O)c3c(OC)c(OC)c(OC)cc3o2)c1,100.8
CC(=O)O[C@H]1CC[C@@]2(C)[C@@H](CC[C@@H]3[C@@H]2CC(=O)[C@]2(C)[C@@H]4[C@H](C[C@@H]32)O[C@]2(CC[C@@H](C)CO2)[C@H]4C)C1,100.6
O=C(CSC(=S)n1cnc2ccccc21)Nc1ccc(Cl)cc1,80.8
O=C1NC(c2ccccc2)(c2ccccc2)C(=O)N1CNc1ccccn1,103.3&111.9
CCn1cc(-c2ccnc(NCCCNS(=O)(=O)c3ccc(Cl)cc3)c2)c(-c2cccc(OC)c2)n1,101.0
Clc1ccc2c(c1)N(c1ncnc3ccc(-c4cnc5[nH]ncc5c4)cc13)CC2,34.5
NC1CCC(O)CC1C(=O)O (stereo not drawn),90.6
CN1CCN(c2cc(F)c(NC3=C(Cl)C(=O)c4ncccc4C3=O)c(F)c2)CC1,-26.4*
Oc1c(C(Nc2cccc3ccccc23)c2ccccc2)ccc2cccnc12 (stereo not drawn),-37.4*
CCN(CC)CCC(=O)Nc1ccc(Cn2nnc3c2C(=O)c2nnn(Cc4ccc(NC(=O)CCN(CC)CC)cc4)c2C3=O)cc1,-36.4*
O=C1CC(c2ccc(Cl)cc2Cl)c2cnn(Cc3ccc4c(c3)OCO4)c2N1 (stereo not drawn),98.7
C=CCSC(CC)(CC)C(=O)NC,89.3
Cc1ccncc1C(N)=O,-80.7*
COc1cc(C2C3=C(COC3=O)Nc3cc4c(cc32)OCO4)cc2c1OCO2 (stereo not drawn),-8.9*
CCC1(CC)CC(=O)c2c(ccc(C(=O)C[C@@H](N)CO)c2N)O1,72.9
COc1cc(/C=C/CO)cc(OC)c1O[C@@H]1O[C@H](CO)[C@@H](O)[C@H](O)[C@H]1O,85.9
O=C(Nc1ccc(Oc2ccc(F)cc2)c(Cl)c1)c1ccncc1,83.6
COc1ccc(-c2ccc(O)c(C(=O)/C=C/c3cc(OC)c(OC)c(OC)c3)c2)cc1,54.5
Cc1cc(C)c(O)c(C)c1O,100.4
Cc1ccccc1OCC(O)CN1CCN(c2ccc(Cl)cc2)CC1 (stereo not drawn),75.0
CC1=CC(=O)NC2Sc3ccccc3N12 (stereo not drawn),76.3
Cn1c(=O)c2c(nc(Br)n2C)n(C)c1=O,102.9
CC(=O)Oc1ccc(Cl)cc1Cl,100.3
CCOC(=O)c1csc(NC(=O)c2ccc(N3CCN(C(c4ccccc4)c4ccccc4)CC3)c([N+](=O)[O-])c2)n1,93.4
CCCCNP(=O)(N1CC1CC)N1CC1CC (stereo not drawn),115.7
COc1cc(C(=O)/C=C/c2c[nH]c3ccccc23)cc(OC)c1OC,-12.0*
COc1ccc(C(=O)CN(C=C(C#N)C#N)c2cccnc2)cc1,108.6
CCC1(OC(=O)c2ccccc2SSCCOC(=O)CCCCC2SCC3NC(=O)NC32)C(=O)OCc2c1cc1n(c2=O)Cc2cc3ccccc3nc2-1 (stereo not drawn),76.7
CC(=O)N(c1ccccc1)c1ccccc1[N+](=O)[O-],89.0
O=C(CNC(=O)c1ccccc1)c1ccccc1,88.7
COC(=O)c1nnn(-c2cc(Cl)ccc2Cl)c1C(=O)c1ccc(OC)cc1,84.1
N#CCCCCCCCCCC#N,89.8
COC(=O)c1ccc(NC(=O)CNNc2nc3ccccc3c(=O)n2-c2ccccc2)cc1,102.2
CCc1ccc(S(=O)(=O)NC(=O)NC2CC2)cc1,116.8
O=C(Nc1c(Br)cc2c(c1Br)Cc1cc([N+](=O)[O-])ccc1-2)C(Cl)Cl,96.4
CCCCCCCCOc1cc(/C=N/Nc2cc(C)nc3ccc(Br)cc23)cc(OCCCCCCCC)c1OCCCCCCCC,111.9
O=C(O)c1ccc2c(c1N=Nc1c(O)[nH]c(=S)[nH]c1=O)C(=O)c1ccccc1C2=O,99.7
O=[N+]([O-])c1cnc(Cl)c(Br)c1,98.2
O=c1onc(-c2cc3ccccc3nc2Cl)n1-c1cccc(Cl)c1,91.3
NC/C(=C/F)COc1ccc2nc(NC3CCC(O)CC3)oc2c1 (stereo not drawn),138.2
COc1ccc(OC)c(C(=O)NNC(=O)c2cc(OC)c(OC)c(OC)c2)c1,88.0
CS(=O)(=O)Oc1ccc(-c2cn3ccoc3n2)cc1,97.5
CCCCCCC(C)(C)c1cc(OC)c([C@H]2C=C(CO)[C@H]3CC2C3(C)C)c(OC)c1,82.7
O=C1CC[C@@H]2CCCC[C@@H]2C1,109.9
O=C1c2ccccc2C(=O)c2c(O)c(S(=O)(=O)O)cc(O)c21,80.5
CN1CCN(Cc2ccc(C(=O)Nc3ccc4ccccc4c3)cc2)CC1,96.7
O=C(Nc1ccc(C23CC4CC(CC(c5ccccc5)(C4)C2)C3)cc1)c1cccs1,51.0
CN1C(=O)C(Nc2ccc(C(=O)Nc3ccccc3)cc2)=C(c2ccccc2)C1=O,71.9
COc1ccc(/C=N/NC(=O)COc2ccc(NC(=O)Nc3ccc(Cl)cc3)cc2)cc1,95.4
CC(Cc1ccccc1)(c1ccccc1)[N+](C)(C)C (stereo not drawn),102.4
Cn1c(=O)c(C#N)c(-c2ccco2)n2c(=S)[nH]nc12,102.1
C[C@]12CCC(=O)C=C1[C@@H]1C[C@@H]1C1C2CC[C@@]2(C)C1[C@@H]1C[C@@H]1[C@@]21CCC(=O)O1 (stereo partly drawn),102.9
Cc1nc2c(c(NC(=O)c3ccc(Cl)cc3)nn2C)c(C)c1Cl,100.2
Cc1ccc(C(=O)CSc2nnc3n2N=C(c2ccc(C)cc2)CS3)cc1,82.0
COc1cc([C@H]2OC[C@H]3[C@@H]2CO[C@@H]3c2ccc(O)c(OC)c2)ccc1O,93.5
# More structures follow:
SMILES,HL-60(TB)
CC1=C(C(=O)n2nc3ccccc3n2)C(c2ccc(Cl)cc2)C(C(=O)n2nc3ccccc3n2)=C(C)N1,94.4
O=C1/C(=C/c2cc(F)cc(F)c2)Cc2c(F)cc(Br)cc21,87.7
COc1cc(C2SCC(=O)N2c2ccc(F)cc2)ccc1OCC(=O)Nc1ccc(C(C)=O)cc1 (stereo not drawn),94.5
O=C1/C(=C/c2ccc(O)cc2O)Oc2cc(O)ccc21,103.7
COc1cc(-c2nnc(SC)n2-c2ccc(Cl)cc2)c(O)c2ccccc12,67.4
CC(C)C(=O)OCCCCCOC(=O)C(C)C,115.8
N#C/C(=C(\CCCO)NC(CCC(=O)O)C(=O)O)c1nc2ccc(Br)cc2c(=O)[nH]1 (stereo not drawn),102.8
Cc1ccc(NC(N)=O)cc1,113.0
Cn1cc(-c2nonc2-c2cn(C)c3ccc(F)cc23)c2ccccc21,-24.3*
O=C(CSc1nc2ccccc2c(=O)n1-c1ccccc1)Nc1cccc(C(=O)/C=C/c2ccc(Br)cc2)c1,92.9
Cc1ccc(-c2cc(NC(=S)NC(=O)c3cccs3)n[nH]2)cc1,96.0
Fc1ccc(-c2nc(-c3nc4cc(Cl)c(Cl)cc4[nH]3)cc3c2[nH]c2ccccc23)cc1,96.1
CCOC(=O)[C@@H]1CCCN(S(=O)(=O)c2ccc(S(=O)(=O)N(CC)CC)c(F)c2)C1,81.4
CC(C)(C)C(=O)Nc1ccc(NC(=O)C(C)(C)C)cc1,126.2
CCCCCCc1ccc(C(O)CN(CCCCC)CCCCC)cc1 (stereo not drawn),96.9
Cc1ccc(C=C(C#N)C#N)o1,84.5
O=C(CCN1C(=O)/C(=C/c2ccccc2)SC1=S)NCCCN1CCOCC1,100.7
O=C(/C=C/c1coc(-c2ccc(Cl)cc2)n1)c1ccc(Br)cc1,76.9
O=C(O)c1ccc(-c2nn(-c3ccc(C(F)(F)F)cc3)cc2/C=N/NS(=O)(=O)c2ccccc2)cc1,103.7
CC(C)(C)COC(=O)C(C)(C)C,122.6

# As entered above.
# HL-60(TB) with CCOC(=O)[C@@H]1CCCN(S(=O)(=O)c2ccc(S(=O)(=O)N(CC)CC)c(F)c2)C1 : 81.4
# HL-60(TB) with Cc1ccc(NC(N)=O)cc1 : 113.0

# Further records.
SMILES,HL-60(TB)
CC(C)=CCC/C(C)=C/COC(=O)/C=C\C(=O)NC(N)=O,100.1
C=C1CCC2C3(C)COC(c4ccccc4)OC3CCC2(C)C1/C=C/C1=CCOC1=O (stereo not drawn),0.9*
CN1CCN(c2nc(-c3csc(-c4cccs4)n3)cc3ccccc23)CC1,34.4
O=C(O)c1ccc(-n2cc(CNc3ccc(Cl)cc3)c(-c3ccc(C(F)(F)F)cc3)n2)cc1,54.4
CN(C)c1cccc2ccccc12,103.9
COc1ccc(/C=N/c2n[nH]c(Nc3ccc(OC)cc3)n2)cc1,96.3
NCC(=O)CCC(=O)O,132.5
COc1cc2ccc(C=O)cc2cc1OC,110.3&100.8
CC1(C)C2CC1C1(/C=N/NC(N)=S)C(C2)C(C#N)(C#N)C1(C#N)C#N (stereo not drawn),13.5
Cc1ccc(-c2nc3ccccc3c(=O)n2/N=C/c2cccc3ccccc23)cc1,85.1
Clc1ccccc1C=NC1CCCCC1,74.7
O=C1/C(=C/c2ccccc2)SC(=S)N1N1CCOCC1,98.4
OCCCOc1ccc(Cl)cc1Cl,96.8
Nc1nc(-c2cccc(F)c2)c2cc[nH]c(=O)c2n1,130.7
Cc1cc(N=Nc2ccccc2C)ccc1N,9.0*
O=C(OCc1ccccc1)C(=O)OCc1ccccc1,78.6
Cn1ccc(=S)c2ccccc21,104.3
COc1ccc(/C=C/C(=O)c2cc3c(N)c(C(=O)Nc4cccc(Cl)c4C)sc3nc2C)cc1,4.9*
Cc1ccc(C)[nH]1,94.5
Clc1cccc(N=Cc2ccc3c(c2)OCO3)c1Cl,94.3
COc1ccc(-c2nc3ccc(-c4nnc(SCC(=O)Nc5ccc(C(=O)/C=C/c6ccc(Cl)cc6)cc5)o4)cc3[nH]2)cc1,94.1
Cc1cccc(Cc2cnc(NC(=O)CSc3nnc(Cc4ccccc4Nc4c(Cl)cccc4Cl)o3)s2)c1,94.7
COc1ccc(-c2cc(-c3ccccc3)nc(SCCCC(=O)O)n2)cc1OC,95.4
COc1ccc(CCN2C(=O)CCSC2=S)cc1,72.3
CC(C)=CCC1=C(O)c2ccccc2C(=O)C1=O,38.4
CCNNC(=O)[C@@H]1[C@H](c2cc(OC)c(OC)c(OC)c2)c2cc3c(cc2[C@H](O)[C@H]1CO)OCO3,-24.1*
CCC(c1ccc(OC)cc1)C(CC)c1ccc(OC)cc1 (stereo not drawn),68.0
CCC(C)COC(=O)Nc1cccc(Cl)c1 (stereo not drawn),91.0
C#Cc1nc2ccccc2s1,109.8
C#CCOc1ccc(/C=N/Nc2nc(-c3cc4cc(Br)ccc4oc3=O)cs2)cc1,75.5
CC(=O)Oc1ccccc1C(=O)[Se]Cc1ccc(C[Se]C(=O)c2ccccc2OC(C)=O)cc1,84.0
COc1ccc(CNc2cccc3[nH]c(C(F)(F)F)nc23)cc1,106.2
CC(=O)Nc1ccc(/C=N/N=C2c3ccccc3-c3ccccc32)cc1,79.9
C=NCC#N,112.0&99.1
O=S(=O)(c1nc(-c2ccc(Br)cc2)oc1-c1ccc(Cl)cc1)N1CCCC(O)C1 (stereo not drawn),31.4
O=C1c2ccccc2C2/C(=C(/Br)c3ccc(F)cc3)CCCN12 (stereo not drawn),105.6
O=C(O)/C(=C\c1ccccc1)c1ccccc1,84.1
COc1cc(N=C2C(=O)N(Cc3ccc(Cl)cc3)c3ccccc32)cc(OC)c1OC,74.7
CCCCCCCCCCCCCCCCNC(=S)N/N=C/c1ccc(O)cc1O,49.9
CCC(CC)COCCOCCCN1C(=O)C2C(C)C=CC(C3OCCO3)C2C1=O (stereo not drawn),82.1
c1ccc(-c2ccc(-c3nc4ccccn4c3NCCN3CCOCC3)cc2)cc1,60.6
COc1ccc(C2=C(C#N)[C@]3(C(=O)Nc4ccc(OC)cc43)c3c(-c4ccccc4)nn(-c4ccccc4)c3N2)cc1,77.4
Cc1nc(-c2ccc(Br)cc2)ccc1C(=O)N/N=C/c1ccc([N+](=O)[O-])cc1,58.1
N#CCCN(CCC#N)C(CCC(=O)O)C(=O)O (stereo not drawn),99.0
O=c1[nH]cc(N(CCO)CCO)c(=O)[nH]1,108.4
NS(=O)(=O)c1ccccc1N/C=C/C(=O)c1cc2ccccc2oc1=O,99.0
Nc1cc(=O)n(Cc2ccco2)c(=S)[nH]1,94.9

# An excerpt from above in order of formula weight, lowest first:
SMILES,HL-60(TB)
C=NCC#N,112.0&99.1
C#Cc1nc2ccccc2s1,109.8
O=c1[nH]cc(N(CCO)CCO)c(=O)[nH]1,108.4
Nc1cc(=O)n(Cc2ccco2)c(=S)[nH]1,94.9
O=C(O)/C(=C\c1ccccc1)c1ccccc1,84.1
CCC(C)COC(=O)Nc1cccc(Cl)c1 (stereo not drawn),91.0
N#CCCN(CCC#N)C(CCC(=O)O)C(=O)O (stereo not drawn),99.0
CCC(c1ccc(OC)cc1)C(CC)c1ccc(OC)cc1 (stereo not drawn),68.0
COc1ccc(CNc2cccc3[nH]c(C(F)(F)F)nc23)cc1,106.2
NS(=O)(=O)c1ccccc1N/C=C/C(=O)c1cc2ccccc2oc1=O,99.0
c1ccc(-c2ccc(-c3nc4ccccn4c3NCCN3CCOCC3)cc2)cc1,60.6
CCC(CC)COCCOCCCN1C(=O)C2C(C)C=CC(C3OCCO3)C2C1=O (stereo not drawn),82.1
CCCCCCCCCCCCCCCCNC(=S)N/N=C/c1ccc(O)cc1O,49.9
COc1cc(N=C2C(=O)N(Cc3ccc(Cl)cc3)c3ccccc32)cc(OC)c1OC,74.7
Cc1nc(-c2ccc(Br)cc2)ccc1C(=O)N/N=C/c1ccc([N+](=O)[O-])cc1,58.1
C#CCOc1ccc(/C=N/Nc2nc(-c3cc4cc(Br)ccc4oc3=O)cs2)cc1,75.5
O=S(=O)(c1nc(-c2ccc(Br)cc2)oc1-c1ccc(Cl)cc1)N1CCCC(O)C1 (stereo not drawn),31.4
COc1ccc(C2=C(C#N)[C@]3(C(=O)Nc4ccc(OC)cc43)c3c(-c4ccccc4)nn(-c4ccccc4)c3N2)cc1,77.4
CC(=O)Oc1ccccc1C(=O)[Se]Cc1ccc(C[Se]C(=O)c2ccccc2OC(C)=O)cc1,84.0
